# BLM helicase inh = Bloom syndrome helicase (human) inhibition; 0.2% of 350,000 active; recombinant BLM DNA unwinding, fluorescence dequenching; Potency, µM (highest dose often 56.1 µM), inactives show top-dose activity change, negative = inhibition, most hits filed as inhibitors; P54132;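 note: plate controls were vehicle for no effect and no enzyme for full effect; nearly all actives have a fitted effect of over 35% in size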
# HP1b chromo inh = blocks HP1-beta chromodomain binding to methylated histone tails; P83916; AlphaScreen HP1-beta / biotin-H3K9me3 peptide binding; Potency, µM (series often up to 114 µM), for inactives: top-dose activity change, negative = inhibition, usual class: inhibitors; 0.56% of 390,000 active; AID 540317; note: nearly all actives have a fitted effect of over 70% in size; inactives centre near 23
#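 Compound inhibition of the preformed complex between 50 nM HP1-beta and 50 nM biotinylated H3K9me3 peptide was read by AlphaScreen. Buffer was PBS pH 7.4 with 0.01% Tween-20. Incubations ran 30 min at room temperature, with 10 ug/mL donor/acceptor beads.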
# Tb PGK inh = T. brucei PGK inhibition; P07378; PGK/GAPDH coupled, Kinase-Glo luminescence, 60 min; Potency, µM (doses to about 57.5 µM), inactives show at the top dose activity change, negative = inhibition, usual class: inhibitors; 0.043% of 380,000 active; note: % is set by controls: 0 for no effect and ±100 for the full control effect; nearly all actives have a fitted effect of over 60% in size
#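 Luminescent ATP detection (Kinase-Glo Plus) follows a 60-minute room-temperature incubation, with wells lacking PGK as controls. Buffer: 100 mM TEA (pH 7.6), 5 mM MgCl2, 0.01% Tween-20. Coupling enzyme GAPDH (100 nM final) supplies unstable 1,3-BPG in-well.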
# Pol iota inh = inhibitors of human DNA polymerase iota. Pol iota fluorescent replication assay, 10 min. Potency, µM (titrated, usually from 115 µM), without a hit: at the top dose activity, negative = inhibition, usual class: inhibitors. 1% of 390,000 active. AID 588590. Q9UNA4
#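 Fluorescent replication assay read twice, at 0 min and 10 min after adding 50 nM (final) substrate. Enzyme (10 nM) and compounds were first incubated 15 min at room temperature; enzyme-free buffer wells were negative controls.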
# G9a block = blocks human histone lysine methyltransferase G9a | Q96KQ7 | G9a H3K9 monomethylation, AlphaScreen, 2 h | Potency, µM (series often up to 102 µM), for the others: at the top dose activity, negative = inhibition, actives largely listed as inhibitors | 8.8% of 350,000 active; note: % is set by controls: 0 for no effect and ±100 for the full control effect; nearly all actives have a fitted effect of over 75% in size
#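 AlphaScreen read-out: biotin-H3K9 peptide (500 nM) methylation by 20 nM enzyme with 20 uM SAM, 2 h at room temperature after 15 min compound preincubation; anti-monomethyl H3K9 antibody plus donor/acceptor beads, 10 min dark.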
# JMJD2A Tudor = JMJD2A Tudor domain (human) inhibition. AlphaScreen JMJD2A-Tudor / H3K4me3 peptide binding. 4.4% of 390,000 active. Potency, µM (highest dose often 114 µM), for the others: at the top dose activity change, negative = inhibition, usual class: inhibitors; note: % is set by controls: 0 for no effect and ±100 for the full control effect; nearly all actives have a fitted effect of over 50% in size
# Target sequence (O75164 whole entry, looked up, the tested form may be a part): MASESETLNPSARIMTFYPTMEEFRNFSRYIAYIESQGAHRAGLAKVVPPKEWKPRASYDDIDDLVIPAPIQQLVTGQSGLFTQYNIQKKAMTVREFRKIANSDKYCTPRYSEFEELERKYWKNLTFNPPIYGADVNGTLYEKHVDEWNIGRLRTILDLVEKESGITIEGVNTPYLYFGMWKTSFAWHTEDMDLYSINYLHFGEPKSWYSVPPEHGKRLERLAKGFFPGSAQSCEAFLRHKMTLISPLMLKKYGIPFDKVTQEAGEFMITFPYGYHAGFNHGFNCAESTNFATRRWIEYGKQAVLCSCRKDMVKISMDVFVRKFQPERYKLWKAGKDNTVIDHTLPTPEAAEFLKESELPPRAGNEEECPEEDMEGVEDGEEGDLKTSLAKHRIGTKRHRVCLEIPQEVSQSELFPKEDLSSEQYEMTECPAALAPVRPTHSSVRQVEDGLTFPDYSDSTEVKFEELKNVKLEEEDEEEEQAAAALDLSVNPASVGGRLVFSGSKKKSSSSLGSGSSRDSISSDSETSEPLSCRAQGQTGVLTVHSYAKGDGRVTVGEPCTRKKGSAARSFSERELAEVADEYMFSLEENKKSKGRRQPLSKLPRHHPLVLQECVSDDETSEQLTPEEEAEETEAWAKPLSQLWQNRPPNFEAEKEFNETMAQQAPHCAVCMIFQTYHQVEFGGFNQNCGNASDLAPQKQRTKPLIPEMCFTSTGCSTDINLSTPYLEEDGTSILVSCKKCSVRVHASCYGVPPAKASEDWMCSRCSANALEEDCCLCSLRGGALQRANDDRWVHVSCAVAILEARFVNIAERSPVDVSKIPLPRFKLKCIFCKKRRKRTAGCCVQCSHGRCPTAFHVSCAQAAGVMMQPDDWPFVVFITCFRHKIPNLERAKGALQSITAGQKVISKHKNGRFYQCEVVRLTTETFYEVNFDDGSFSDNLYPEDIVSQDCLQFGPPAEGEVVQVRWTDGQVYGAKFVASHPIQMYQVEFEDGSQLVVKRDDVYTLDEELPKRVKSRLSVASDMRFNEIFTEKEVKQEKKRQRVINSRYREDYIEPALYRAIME
# BAZ2B inh = BAZ2B (human) inhibition | Potency, µM (highest dose often 114 µM), for the others: top-dose activity change, negative = inhibition, actives largely listed as inhibitors | AID 504333 | AlphaScreen BAZ2B-H3K14Ac peptide displacement | 4.4% of 360,000 active; note: % is set by controls: 0 for no effect and ±100 for the full control effect; nearly all actives have a fitted effect of over 60% in size
#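 AlphaScreen luminescence quantifies BAZ2B engagement of H3K14Ac peptide; the protein and biotinylated peptide are both at 50 nM final, buffer PBS pH 7.4 with 0.01% Tween-20, all steps at room temperature.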
# Pin1 inhibitor = inhibitors of human Pin1. AID 504891. 0.009% of 390,000 active. Pin1 FP peptide displacement, HiFluor488, 10 min. Potency, µM (top dose mostly 115 µM), for inactives: top-dose activity, negative = inhibition, actives largely listed as inhibitors; active = well fitted inhibition curve with a large enough effect in the polarisation, with a control signal flat, not every such curve was filed as active; inconclusive = small, poorly fitted or top-dose-only effect, or effect the other way, or a change in a side signal; inactive = no such curve, though single readings can be large or run the other way; the % refers to the polarisation; note: % is set by controls: 0 for no effect and ±100 for the full control effect
# GLS inh = glutaminase GLS (human) inhibition. GLS enzymatic activity, qHTS titration. O94925. 0.21% of 410,000 active. Potency, µM (titrated, usually from 45.5 µM), for the others: at the top dose activity change, negative = inhibition, most hits filed as inhibitors. AID 624170; note: % is set by controls: 0 for no effect and ±100 for the full control effect
#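 hKGA; 45 mM KH2PO4 pH 8.2 + 0.02% Tween-20; cpd via pin tool; 1 mM Gln soln; GluOx/HRP/Amplex Red; RT 30 min; fluor. t0 & final.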
# Numbers without * were called inactive; i = inactive; u = inconclusive; x = no result given; [ ] = remark or other dose. Unless noted, calls come from the whole dose curve; as a rule, active = well fitted curve in the direction sought with a large enough effect; inconclusive = small, poorly fitted or top-dose-only effect, or another doubt; inactive = no such curve, though single readings can be large; an effect the other way counts as inactive or inconclusive. Potency is the fitted concentration of half-maximal effect. An excerpt; rates above refer to the full screens.
# A first look:
SMILES,BLM helicase inh,HP1b chromo inh,Tb PGK inh,Pol iota inh,G9a block,JMJD2A Tudor,BAZ2B inh,Pin1 inhibitor,GLS inh
COc1cc(CNCCSc2nnnn2C)cc(Br)c1OCc1ccccc1F,3%,21%,-7%,2%,u,-18%,-24%,-1%,6%
CCCN(CCC)c1ccc(C(O)c2nnc(-c3ccccc3)o2)cc1 (stereo unspecified),-10%,42%[activator],-7%,43%[activator],u,-9%,32µM*,-9%,-3%

# Main list (from the top)
SMILES,BLM helicase inh,HP1b chromo inh,Tb PGK inh,Pol iota inh,G9a block,JMJD2A Tudor,BAZ2B inh,Pin1 inhibitor,GLS inh
COc1cc(CNCCSc2nnnn2C)cc(Br)c1OCc1ccccc1F,3%,21%,-7%,2%,u,-18%,-24%,-1%,6%
CCCN(CCC)c1ccc(C(O)c2nnc(-c3ccccc3)o2)cc1 (stereo unspecified),-10%,42%[activator],-7%,43%[activator],u,-9%,32µM*,-9%,-3%
Cc1ccc(NC(=O)Cn2ccsc2=N)c([N+](=O)[O-])c1,3%,6%,-3%,40%[activator],-23%,-25%,-21%,-3%,-11%
CCc1ccc(NC(=O)CSc2ccnc(=O)[nH]2)cc1,-1%,33%,1%,2%,4%[59 µM],0%,-4%,1%,3%
COc1cc(/C=C2\SC(=O)N(CC(=O)Nc3ccc(C)cc3)C2=O)cc(Cl)c1OCC(=O)O,10µM*,14µM*,u,20µM*,u,11µM*,14µM*,x,7.1µM*
CCCCNC(=O)c1onc(CSc2ccc(F)cc2)c1C(=O)O,0%,115%[activator],i,20%,-10%[0.0925 µM],-8%,u,-3%,8%
O=C(NNC(=O)c1ccccc1C(=O)O)c1ccc(O)cc1,-3%,-3%,-9%,43%[activator],u,-10%,-24%,1%,3%
O=C(CN1C(=O)c2ccccc2C1=O)Nc1ccccc1,2%,26%,4%,-7%,18%,-10%,7%,-6%,19%
CCOC(=O)N1CCN(c2cc3nccnc3cc2F)CC1,-8%,11%,i,-2%[58.9 µM],-4%[12.7 µM],-1%,11%,1%,3%
O=C(NCC(c1cccnc1)N1CCc2ccccc21)c1ccc(Cl)cc1 (stereo unspecified),0%,20%,i,-17%,2%[59 µM],-14%,-5%,-11%,21%
O=C(Cn1cc(C(F)(F)F)cc(Cl)c1=O)NCc1ccc(F)cc1,0%,4%,-8%,172%[activator],29%,-6%,1%,-2%,4%
Cc1ccc(S(=O)(=O)N2CCOC2CNC(=O)C(=O)NCc2ccc(Cl)cc2)cc1 (stereo unspecified),-2%,13%,10%,6%,x,0%,-3%,3%,15%
Cc1c(C(=O)N2CCCC2)sc(NC(=O)c2ccco2)c1C#N,2%,1%,-5%,-9%,u,-6%,1%,38%[activator],7%
O=C(CCN1CCOCC1)Nc1ccc(Cl)cc1,2%,25%,-1%,-12%,u,-1%,8%,-1%,16%
COc1cccc(-n2c(-c3cccc(F)c3)nc3c(cnn3-c3ccc(C)cc3)c2=O)c1,-19%,9%,4%,13%,-34%[59 µM],-23%,x,10%,-5%
Cc1cc(C)c(NC(=O)CN2CCN(C)CC2)c(C)c1,-1%,35%,0%,3%,-31%,-6%,-1%,-9%,10%
CN(C)/C=N/c1nc2ncc(-c3ccc(Cl)cc3)c(/N=C/N(C)C)n2n1,-2%,3%,2%,87%[activator],7%,-11%[11.4 µM],-3%,-1%,1%
C/C(=N\NC(=O)c1ccc(CSc2nncn2C)cc1)c1ccc(C#N)cc1,-9%,24%,-3%,149%[activator],23%[59 µM],1%,-5%,-2%,4%
CC(Sc1ccc(S(=O)(=O)N2CCCCCC2)cn1)C(N)=O (stereo unspecified),x,27%,i,15%,u,-3%,5%,0%,-2%
CC(C)n1cc(C(=O)N2CCCC(N3CCN(c4cccc(Cl)c4)CC3)C2)cn1 (stereo unspecified),0%,14%,0%,31%[activator],u,-9%,-13%,-5%,1%
O=C(CCS(=O)(=O)c1ccc2c(c1)NC(=O)CO2)Nc1cccc(C(F)(F)F)c1,0%,42%[activator],4%,25%,-1%[59 µM],-3%,-3%,-7%,-1%
C/C(=N\NC(=O)c1cccc(S(=O)(=O)N2CCOCC2)c1)c1cc2ccccc2o1,-1%,6%,2%,-4%,-6%[12.7 µM],-17%,-6%,5%,0%
CCC(C)NC(=O)CNC(=S)N(Cc1ccc(F)cc1)C1CCCCC1 (stereo unspecified),4%,58%[activator],1%,u,13%,1%,-6%,-2%,1%
C[C@H](CO)N1C[C@H](C)[C@@H](CN(C)C(=O)Nc2ccc3c(c2)OCO3)Oc2c(cccc2N(C)C)C1=O,x,46%[activator],-1%,-9%,x,-6%,x,-7%,19%
CC(C)(C)c1ccc(OCC(O)CN2CCN(c3ccccn3)CC2)cc1 (stereo unspecified),-2%,40%[activator],4%,6%,50µM*,8%,u,1%,-11%
CCCN1C2CCCC1CC(NC(=S)NCCCOCC)C2 (stereo unspecified),-3%,28%,-8%,6%,15%,-9%,-2%,3%,-3%
CC(=O)N1c2ccc(S(=O)(=O)N(C)CC(=O)N(C)Cc3ccccc3)cc2CC1C (stereo unspecified),0%,7%,0%,6%,-6%,-11%,-11%,1%,-2%
NC(=O)CC12CC3CC(C1)CC(CC(N)=O)(C3)C2,-9%,38%,3%,42%[activator],-5%[59 µM],-6%,11%,-6%,1%
CCOc1ncccc1C(=O)OCc1ccc(C#N)cc1,-11%,19%,-4%,221%[activator],34%[59 µM],-2%,-1%,-3%,7%
COc1cc(C2CC(=O)c3cnc(N)nc3C2)cc(OC)c1OC (stereo unspecified),-3%,32%,5%,u,-8%[59 µM],-10%,11%,-1%,-2%
COc1cccc(-c2ncc3ccccc3c2COC(=O)c2ccco2)c1,x,27%,0%,26%,4%[2.33 µM],-19%,-32%,4%,2%
COc1ccc(/C=N/Nc2nc(=O)[nH]nc2C)cc1OC,-4%,4%,-7%,-13%,-1%,u,-30%,-8%,0%
CCOC(=O)N1CCN(CC(=O)Nc2c(C(=O)OC)[nH]c3ccc(Cl)cc23)CC1,-10%,-12%,-1%,11%,18%[59 µM],-18%,-1%,-3%,17%
O=C(Nc1ccc2c(c1)OCO2)C(c1ccccc1)N1CCN(C(=O)c2ccco2)CC1 (stereo unspecified),2%,27%,9%,u,-46%[12.7 µM],2%,-4%,-7%,-1%
c1ccc(Nc2nc(-c3ccncc3)cs2)cc1,-8%,17%,4%,2%,u,-11%,4%,5%,9%
Nc1ccc(-c2nc3cc(N)ccc3s2)cc1,0%,22%,-17%,139%[activator],8%,-10%,-3%,-2%,4%
COC1C(O)C(O)C(O)C(O)C1O (stereo unspecified),-6%,24%,u,8%,x,-12%,x,-6%,-10%
COC(=O)C(CCSC)NC(=O)C12CC3CC(CC(C3)C1)C2 (stereo unspecified),2%,18%,x,12%,-11%,-19%,4%,-9%,7%
O=C(CCN1C(=O)C2CCCCC2C1=O)Nc1ccc(F)c(F)c1F (stereo unspecified),-1%,43%,0%,80%[activator],-29%,-2%,-37%,3%,2%
NC(=O)CN1C(=O)C2(SCC(=O)N2c2cccc(F)c2)c2ccccc21 (stereo unspecified),-5%,37%,-2%,u,-5%[59 µM],7%,12%[57.1 µM],-2%,4%

# Full records, looked up by structure:
# Record of CCOC(=O)N1CCN(CC(=O)Nc2c(C(=O)OC)[nH]c3ccc(Cl)cc23)CC1 → BLM helicase inh: -10%; HP1b chromo inh: -12%; Tb PGK inh: -1%; Pol iota inh: 11%; G9a block: 18%[59 µM]; JMJD2A Tudor: -18%; BAZ2B inh: -1%; Pin1 inhibitor: -3%; GLS inh: 17%
# Record of COC(=O)C(CCSC)NC(=O)C12CC3CC(CC(C3)C1)C2 (stereo unspecified) → BLM helicase inh: 2%; HP1b chromo inh: 18%; Tb PGK inh: x; Pol iota inh: 12%; G9a block: -11%; JMJD2A Tudor: -19%; BAZ2B inh: 4%; Pin1 inhibitor: -9%; GLS inh: 7%

# Further entries follow:
SMILES,BLM helicase inh,HP1b chromo inh,Tb PGK inh,Pol iota inh,G9a block,JMJD2A Tudor,BAZ2B inh,Pin1 inhibitor,GLS inh
COc1cc(-c2n[nH]c(=S)n2-c2ccc(Br)cc2)cc(OC)c1OC,1%,15%,-2%,7%,x,50µM*,-1%,u,1%
COc1ccc(-c2cc(-c3ccc(Cl)cc3)n[nH]2)c(O)c1,-12%,44%[activator],3%,52%[activator],-3%[12.7 µM],-14%,-5%,-2%,-1%
CCOc1ccc(CN2CCN(S(=O)(=O)c3ccc(NC(C)=O)cc3)CC2)cc1,-3%,35µM*,0%,143%[activator],22µM*,7.9µM*,25µM*,u,-19%
O=c1c2ccccc2nc2n1CCS2,1%,35%,-2%,10%,16%,-2%,-5%,1%,-19%
CC(/C=N/NC(=O)c1cc(-c2cccn2C)n[nH]1)=C\c1ccccc1,-4%,0%,-5%,27%,-47%,-8%,-38%,16%,2%
CCCCOC(=O)c1cc(-c2ccc(/C=N/n3cnnc3)o2)ccc1Cl,x,-4%,-1%,u,x,56µM*,x,29%,4%
O=C(C1CCN(S(=O)(=O)N2CCC3(CC2)OCCO3)CC1)N1CCN(Cc2ccccc2)CC1,-1%,18%,-1%,-8%,0%[12.7 µM],-10%,-28%,4%,1%
CCOc1ccc(NC(=O)CN(C)C(=O)C2CCN(c3ncnc4sc(C)c(C)c34)CC2)cc1OCC,-7%,1%,-9%,28%,u,-35%,u,-6%,1%
C/C(N)=C(/C#N)C(=O)CSc1nc2scc(-c3ccccc3)c2c(=O)n1C,-7%,17%,6%,43%[activator],-48%,-13%,-17%,32%[activator],6%
Cc1ccc(C(=O)NCCCN2CCOCC2)c(Cl)c1,2%,58%[activator],0%,-2%,23%[0.501 µM],-13%,7%,4%,-15%
COc1cccc(C(=O)N2N=C(c3ccccc3)CC2(O)C(F)(F)F)c1 (stereo unspecified),-5%,32%,-2%,25%,7%[59 µM],-19%,-2%,93%[activator],4%
CC1(C)C(c2ccccc2)=NC(c2ccccc2)N1O (stereo unspecified),6%,9%,-4%,1%,u,-18%,18%,-3%,21%
CCOC(=O)c1cccc(NS(=O)(=O)c2c(C(=O)N3CCCCCC3)c(C)n(C)c2C)c1,-1%,33%,-8%,13%,u,-24%,-39%,-1%,-1%
Cc1ccc(NC(=O)CN(C)C(=O)/C=C/c2ccc3c(c2)OCO3)cc1,x,36%,-10%,37%,1%[2.33 µM],-13%,6%,2%,1%

# High-throughput results deposited in PubChem by National Center for Advancing Translational Sciences (NCATS).
